# Screening data (PubChem BioAssay)
# AID inhibitor – inhibitors of human activation induced cytidine deaminase; Q9GZX7; AID deamination FRET fluorescence, UDG-coupled, 4 h; Potency, µM (titrated, usually from 115 µM), inactives show at the highest dose activity change, negative = inhibition, usual class: inhibitors; 91,000 tested, 0.32% active; note: nearly all actives have a fitted effect of over 25% in size
# Target sequence (Q9GZX7 whole entry, looked up): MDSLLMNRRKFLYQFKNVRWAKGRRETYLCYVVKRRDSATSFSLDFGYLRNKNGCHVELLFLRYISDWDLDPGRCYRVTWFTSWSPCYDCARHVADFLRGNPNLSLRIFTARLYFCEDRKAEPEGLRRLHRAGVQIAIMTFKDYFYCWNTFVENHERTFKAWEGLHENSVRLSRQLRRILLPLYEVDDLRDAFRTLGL
# UDG counterscr – counter-screen for AID inhibitors: uracil-DNA glycosylase inhibition; FRET deamination/UDG coupled assay, UDG read, 4 h; AID 1347430; Potency, µM (series often up to 115 µM), for the others: top-dose activity change, negative = inhibition, usual class: inhibitors; 91,000 tested, 0.14% active; note: nearly all actives have a fitted effect of over 65% in size
# Starred values were filed as active, the others as inactive; ? = inconclusive; & = joins results of further samples; [ ] = remark or other dose. Calls come from the whole dose curve; as a rule, active = well fitted curve in the direction sought with a large enough effect; inconclusive = small, poorly fitted or top-dose-only effect, or another doubt; inactive = no such curve, though single readings can be large; an effect the other way counts as inactive or inconclusive. % is set by controls: 0 for no effect and ±100 for the full control effect; potency is the fitted concentration of half-maximal effect. An excerpt. The share of hits here may be higher or lower than overall.
SMILES,AID inhibitor,UDG counterscr
CCc1nn(C(CC)C(=O)NCc2ccc(OC)c(OC)c2)c(=O)c2cc3oc(C)cc3n12 (configuration not stated),-22%,22%
CCC1CN(C(=O)N2CCC(C(=O)N3CCN(c4ccc(F)cc4)CC3)CC2)c2ccccc2O1 (configuration not stated),?,-5%[57.5 µM]
CC(C)Oc1ccc(CNC(=O)C2CCN(C(=O)c3sccc3-n3cccc3)CC2)cc1,3%,-10%
COCCNC(=O)Cc1ccc(NC(=O)N2CCCCc3ccccc32)cc1,-11%,?
Cc1cccc(CSc2nc(=O)c3c(n2C)NC(=O)CC3c2cccc(O)c2)c1 (configuration not stated),2%,8%
CC(=O)NC12CC3CC(CC(CO[N+](=O)[O-])(C3)C1)C2,16%,-7%
COc1cc(NC(=O)N2CCSc3ccccc32)cc(OC)c1OC,-5%&4%,-5%&-3%
CNC(=O)c1ccc(-c2nc(CN3CCc4ccccc43)c(C)o2)cc1,3%,?
Cc1cccc(NC(=O)C2CCN(c3nc4ccccc4[nH]3)CC2)c1C,-6%,3%
Fc1ccc(NC2c3ccccc3-c3ccccc32)cc1,-10%,3%
O=C(O)/C=C/c1ccc(Cl)c(C(F)(F)F)c1,5%,0%
O=C(Nc1cccc2c1CCCC2)c1ccc2ccccc2c1,3%,11%

# Single values from the list.
# Under UDG counterscr, CC(=O)NC12CC3CC(CC(CO[N+](=O)[O-])(C3)C1)C2 has the entry -7%
# Under AID inhibitor, Cc1cccc(CSc2nc(=O)c3c(n2C)NC(=O)CC3c2cccc(O)c2)c1 (configuration not stated) has the entry 2%

# Next entries follow.
SMILES,AID inhibitor,UDG counterscr
CCOc1ncccc1CNC(=O)C1CCCN1S(C)(=O)=O (configuration not stated),-2%,-3%
O=C(Cn1c(=O)nc(-c2ccccc2F)c2cc(Cl)ccc21)Nc1ccccc1C(F)(F)F,-3%,-7%
CCc1cccc2c(C(=O)C(=O)NCc3cccc(OC)c3)c[nH]c12,5%,7%
O=C(Nc1nnc(-c2ccc(F)cc2)o1)C1CCN(S(=O)(=O)c2ccccc2C(F)(F)F)CC1,-5%,-3%
Cc1ccc(-c2nc(C#N)c(N3CCN(C(=O)c4cccs4)CC3)o2)cc1,-6%,?
CCc1ccc2occ(CC(=O)N(Cc3ccccc3)C3CCS(=O)(=O)C3)c2c1 (configuration not stated),?,-8%
CC(C)Sc1nc2c(c(=O)[nH]c(=O)n2C)n1CCCc1ccccc1,-15%,-2%
N#CCCN(C(=O)CSc1nc(CN2CCOCC2)nc2ccccc12)c1ccc(F)cc1,-6%,2%
O=C(Nc1cc(Cl)cc(Cl)c1)c1ccc2c3c(cccc13)CC2,0%,0%
Cc1ccc2c(c1)CCCN2C(=O)c1ccc(Br)o1,-7%,3%
O=C(O)CC1CCN(Cc2ccccc2)CC1,-3%,-6%
Cc1cccc(C(C)C)c1NC(=O)c1cc(F)c(F)cc1Cl,4%,8%
Cn1c(SCC(=O)NC2CCCC2)nnc1-c1ccc(Cl)cc1,4%,-6%
CSc1cccc(NS(=O)(=O)c2cc3[nH]c(=O)c(=O)[nH]c3cc2C)c1,-10%,8%
CN(c1ccccc1)S(=O)(=O)c1nnc(NC(=O)c2ccccc2)s1,40%[activator],1%
COC(=O)C1(NC(=O)C2CCCO2)CCCCCC1 (configuration not stated),-1%,-5%
Cc1ccc(-c2cc(C(=O)Nc3ccc(C(N)=O)cc3)c3ccccc3n2)o1,20%,-2%
CC(C)c1ccc(NC(=O)CSc2nc3c(-c4ccccc4)c[nH]c3c(=O)n2C)cc1,-2%,11%
Cc1c(C(=O)Nc2cccc(Cl)c2)sc2nc3n(c(=O)c12)N=C(c1cccc(Br)c1)CS3,-4%,10%
COc1ccccc1Nc1cc(C(=O)NCCCN(C)C2CCCCC2)c2ccccc2n1,?,-20%
CC(C)(C)c1nc(CN2CCC(c3nc4ccccc4s3)CC2)no1,-2%,7%
Cc1ccc2c(c1C)NC(=O)C2(O)C(F)(F)F (configuration not stated),-6%,-3%
Cc1c(C(=O)N2CCC(C(=O)Nc3ccc4c(c3)OCO4)CC2)oc2ccccc12,-7%,-7%
COC(=O)c1ccc(CO/N=C/c2ccccc2Cl)cc1,-14%,-10%
O=[N+]([O-])c1cccc2nc(/C=C/c3cccc(C(F)(F)F)c3)ccc12,0%,10%
CCOC(=O)CSc1nc(-c2ccc(C)cc2C)cc(-c2ccccc2)c1C#N,5%,1%[57.5 µM]
CCNC(=O)NCc1ccc(C(=O)OC)cc1,-1%,2%
Cn1c(C(=O)Nc2ccc(OC(F)(F)F)cc2)cc2c(=O)n3ccccc3nc21,9%,-2%
CCn1c(=NC(=O)c2ccc(S(=O)(=O)N3CCCCC3)cc2)sc2cccc(OC)c21,-20%,-7%
Cn1c(=O)nc2n(-c3ccc(Br)cc3)c3cccc(Cl)c3cc-2c1=O,33%[activator],8%
COc1ccc(-c2nn3c(-c4ccc(OC)cc4)nnc3c3ccccc23)cc1,2%,-5%
Cc1ccc(N2CC(NC(=O)C(=O)c3c[nH]c4ccccc34)CC2=O)cc1 (configuration not stated),7%,-5%
Cc1ccc(CNC(=O)c2cc(-c3ccc(C)c(C)c3)nc3ccccc23)cc1,-8%,-12%
CCc1cccc(C)c1NC(=O)C1CCN(S(=O)(=O)c2cccc3nonc23)CC1,3%,-3%
c1ccc(N2CCN(Cc3nnc(-c4ccc5c(c4)OCO5)o3)CC2)cc1,-30%,-11%
O=C(COc1ccccc1)NCCc1csc(-c2ccc(F)cc2)n1,-11%,-11%

# Next section, overlapping the part above by 6 compounds.
SMILES,AID inhibitor,UDG counterscr
COc1ccc(-c2nn3c(-c4ccc(OC)cc4)nnc3c3ccccc23)cc1,2%,-5%
Cc1ccc(N2CC(NC(=O)C(=O)c3c[nH]c4ccccc34)CC2=O)cc1 (configuration not stated),7%,-5%
Cc1ccc(CNC(=O)c2cc(-c3ccc(C)c(C)c3)nc3ccccc23)cc1,-8%,-12%
CCc1cccc(C)c1NC(=O)C1CCN(S(=O)(=O)c2cccc3nonc23)CC1,3%,-3%
c1ccc(N2CCN(Cc3nnc(-c4ccc5c(c4)OCO5)o3)CC2)cc1,-30%,-11%
O=C(COc1ccccc1)NCCc1csc(-c2ccc(F)cc2)n1,-11%,-11%
CC1CCc2nc3ccc4ccccc4c3c(-c3ccc(O)cc3)c2C1 (configuration not stated),-3%,0%
C=CCc1cccc2cc(C(=O)NCCc3c(C)[nH]c4c(C)cccc34)c(=O)oc12,25%,15%
O=C(O)CCn1ccc2cc(S(=O)(=O)N3CCCCCC3)ccc21,-3%,-3%
Cc1cc2oc(=O)cc(COC(=O)c3cnccn3)c2cc1C(C)C,-4%,-4%
CC(=O)N1c2ccc(S(=O)(=O)NCC3CCC(C(=O)Nc4cccc(F)c4)CC3)cc2CC1C (configuration not stated),-19%,-1%
COc1cccc(-n2c(SCc3ccccc3C)nc3c([nH]c4ccccc43)c2=O)c1,-32%,-11%
CCOC(=O)c1[nH]c(C)c(/C(C)=N/O)c1C,-11%&5%,1%&7%
Cc1ccc(C(=O)CSc2nnc(CCCOc3ccc(Cl)cc3Cl)n2C)cc1,0%,-5%
CCc1ccccc1NC(=O)CSc1ncc(S(=O)(=O)c2ccccc2)c(N)n1,12%,4%
CCc1ccccc1Nc1nn2c(=O)c3ccc(C(=O)NCc4ccccc4Cl)cc3nc2s1,?,-27%
CC(C)NC(=O)Nc1ccc(CNC(=O)C2(C#N)CCCC2)cc1,-5%,-2%
COc1ccc(S(=O)(=O)c2cn(C)c3cc(N4CCCC4)c(F)cc3c2=O)cc1,-7%,8%
O=C(NC1CC2CCC1C2)c1ccc(I)cc1 (configuration not stated),-6%,8%
Cc1ccc(-c2ccc(CCC(=O)O)n2-c2cccc(C)c2C)cc1,-29%,19%
Cn1cc(C2=C(c3ccc(Cl)cc3Cl)C(=O)NC2=O)c2ccccc21,78%[activator],-2%
Cc1ccccc1NC(=O)CN1C(=O)CCn2nc(-c3cccn3C)cc21,18%,?
CCOCCc1nn2c(=O)cc(COC(=O)CNC(=O)c3ccc(F)cc3)nc2s1,92%[activator],2%
Cc1c(C)c2cc3c(c(C)c2oc1=O)OCN(CCc1ccccc1)C3,33%[activator],-4%
O=C(NCc1ccc2c(c1)OCO2)c1ccc(N2CCCN(Cc3ccccc3)C2=O)cc1,-10%,10%
CCCCc1nn2c(=O)cc(COC(=O)c3ccccc3NC(=O)C(C)(C)C)nc2s1,-16%,-15%
O=C(CCc1ncc(-c2c(F)cccc2F)o1)NCCCN1CCOCC1,1%,-2%
Cc1cc(F)ccc1NC(=O)Cn1c(=O)ccc2cc(S(=O)(=O)N3CCC(C)CC3)ccc21,-3%,-9%
Cc1cccc(-n2c(SCc3nc(-c4ccccc4C)no3)nnc2-c2ccccc2)c1,4%,3%
CC(C)c1ccc(S(=O)(=O)NCCc2cccc3cccnc23)cc1,-4%,-5%
CC(C)c1cc(C(=O)NCc2ccc(F)cc2)no1,0%,-6%
COc1cc(C=O)c(Br)cc1OCCc1ccccc1,-24%,-9%
O=C(CN1C(=O)C2(SCC(=O)N2c2ccccc2)c2ccccc21)NCCc1ccccc1 (configuration not stated),0%,5%
COc1ccc(N(Cc2cccs2)C(=O)COc2ccc(C(C)C)cc2)cc1,?,?
CCN(CC)S(=O)(=O)c1ccc(/C=C/C(=O)OCC(=O)C(C)(C)C)cc1,-1%,1%
CC(=O)Nc1ccc(S(=O)(=O)NCC(=O)O)cc1,1%,7%
COc1ccc(-n2nnc(-c3nc(-c4cccs4)no3)c2N)cc1OC,44%[activator],4%
Cc1cccc(N(Cc2cc(=O)[nH]c3ccccc23)C(=O)C(C)C)c1,-1%,-7%
CC1CCCN(CC2CCCCN2)C1 (configuration not stated),3%,5%
OC12CC3CC(C1)CC(NCc1ccccc1)(C3)C2,-4%,-10%
CC(NC(=O)c1ccc[n+]([O-])c1)c1cccc(C(F)(F)F)c1 (configuration not stated),-4%,1%
CCOc1ccc(-c2nc(CSCC(=O)N3CCN(c4ccc(F)cc4)CC3)c(C)o2)cc1,-8%,-9%
CCN(CC)C(=O)c1sc(NC(=O)C2c3ccccc3Oc3ccccc32)c(C(=O)OC(C)C)c1C,5%,?
Cc1ccc(C(=O)CS(=O)(=O)c2ccc(C)cc2)cc1,-17%,-10%
CC(SCc1coc(-c2ccc(Cl)cc2)n1)C(=O)NC(C)(C)C (configuration not stated),-6%,4%
Cc1ccc2c(CN3c4ccccc4CC3C)cc(=O)oc2c1 (configuration not stated),-7%,4%
Cc1c(-c2nsc(NC(=O)c3ccccc3)n2)nnn1-c1ccc(C(F)(F)F)c(Cl)c1,0%,8%
O=S(=O)(c1ccc(F)c(F)c1)N1CCN(Cc2cccc3cccnc23)CC1,-7%,-13%
CCOCCCNc1nc(-c2ccc3[nH]c(=O)oc3c2)cs1,0%,-3%
CCOc1ccc(NC(=O)CSc2nnc(-c3ccc(OCC)cc3)o2)cc1,-1%,?
CCOc1ccc(NC(=O)CC2C(=O)N(c3ccccc3)C(=O)N2CCc2cccs2)cc1 (configuration not stated),-8%,-11%
Cc1ccn2c(Nc3ccc(F)cc3)c(-c3ccc(C)o3)nc2c1,?,3%
CCCOc1cccc(C2c3c(oc4ccc(F)cc4c3=O)C(=O)N2CCc2ccc(OC)cc2)c1 (configuration not stated),-2%,8%
Cc1ccccc1Cc1cnc(N)s1,-5%,0%
NCc1ccc(CN2CCc3ccccc32)cc1,-7%,-4%
CN(Cc1ccccc1F)C(=O)CSc1nnc(COc2ccccc2Cl)n1C,-5%,-9%
Cc1ccc(S(=O)(=O)CC(=O)Nc2sc3c(c2C#N)CCCC3)cc1,63%[activator],21%
COc1ccc(C2(c3ccc(Cl)cc3)CCCCC2)cc1,-6%,6%
Cc1ccc(C)c(CSc2nc(-c3ccccc3F)nc3c2Cc2c(CO)cnc(C)c2O3)c1,5%,1%
COc1ccccc1CN(Cc1c(Cl)cccc1Cl)S(=O)(=O)c1ccc(Br)cc1,-7%,-6%
Cc1ccc(S(=O)(=O)c2cn(C)c3cc(N4CCCCC4)c(F)cc3c2=O)cc1,5%,17%
O=C(OCc1ccccc1Cl)c1ccc(-c2nnn(Cc3ccccc3Cl)n2)cc1,30%[activator],11%
Cc1ccc(C(=O)O)cc1NC(=O)c1ccco1,2%,-8%
CCOC(=O)c1[nH]c(C)c(C(=O)OCc2ccccc2)c1C,-5%,-2%
Cc1ccc(NC(=O)c2cn(CCC#N)nc2-c2cccs2)cc1,-3%,-3%
Cc1ccc(NC(=O)c2nc3ccccc3nc2N2CCOCC2)cc1Cl,-7%,-1%

# Next section; it opens with the 4 that closed the last part.
SMILES,AID inhibitor,UDG counterscr
Cc1ccc(C(=O)O)cc1NC(=O)c1ccco1,2%,-8%
CCOC(=O)c1[nH]c(C)c(C(=O)OCc2ccccc2)c1C,-5%,-2%
Cc1ccc(NC(=O)c2cn(CCC#N)nc2-c2cccs2)cc1,-3%,-3%
Cc1ccc(NC(=O)c2nc3ccccc3nc2N2CCOCC2)cc1Cl,-7%,-1%
CCc1ccc(NC(=O)c2ccc3c(O)c(S(=O)(=O)c4ccc(Cl)cc4)c(=O)[nH]c3c2)cc1,?,-1%
Cc1ccc(CN2CCC(CN)CC2)cc1,4%,10%
Cc1ccc(CNC(=O)c2ccc(Cl)c(-n3c(C)nc4cccnc43)c2)cc1,-16%,2%
Cc1[nH]c2ccccc2c1C(C[N+](=O)[O-])c1ccc(C(F)(F)F)cc1 (configuration not stated),-1%,-6%
COc1ccc(Nc2ccc([N+](=O)[O-])c3cnccc23)cc1,-8%,-1%
O=C(NCc1ccc2c(c1)OCO2)c1ccc2c(c1)N(Cc1cccc(Cl)c1)C(=O)c1ccccc1S2,-9%,-7%
O=C(NCc1ccccc1)C12CC3CCC(CC(C3)C1)C2,-9%,-1%
CC(=O)N(Cc1cc2cccc(C)c2[nH]c1=O)C(C)C,6%,0%
COc1ccc(CNC(=O)c2cc3cccc4c3n2CC(C)S4)cc1OC (configuration not stated),?,55%[activator]
